From PubChem
MRP resist rev: MRP-mediated drug resistance reversal; H69AR cells + 2 uM doxorubicin, CellTiter-Glo, 72 h; differential viability (reversal), % at 10 µM; actives 0.04% (n = 85,000); AID 602;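 active means viability drop by adding the cancer drug above about 55%, with treated viability meeting a 40% cutoff, limit read from the data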;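 further: viability without doxorubicin minus viability with 2 µM doxorubicin for each compound; larger differential means the compound sensitizes cells more to doxorubicin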
IL1B NFkB pot: enhances IL-1B driven NFkB nuclear translocation. HUVEC IL-1B NFkB p65 nuclear translocation imaging. activation, % at 2 µM. actives 0.3% (n = 94,000);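 active means activation above 40%, about the mean plus 3 SD, also judged a hit on visual image review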;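 further: percent activation is computed from the nuclear over cytoplasmic p65 intensity ratio; values of inactives mirror those of a sister screen read the other way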
IL1B NFkB inh: blocks IL-1B driven NFkB nuclear translocation in HUVEC cells; actives 0.43% (n = 94,000); HUVEC IL-1B NFkB p65 nuclear translocation imaging; inhibition, % at 2 µM;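 active means inhibition above about 30% together with a positive call from visual inspection of the well image, limit read from the data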;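 further: nuclear over cytoplasmic p65 intensity ratio measured by imaging; 0% = IL-1B stimulated DMSO wells and 100% = unstimulated DMSO wells; values of inactives mirror those of a sister screen read the other way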
Bcl-B displacement: displacers of TR3 peptide from Bcl-B, primary screen, selectivity assay for Bfl-1 inhibitor project, biochemical, fluorescence polarization | FP displacement of FITC-TR3 peptide from Bcl-B; higher % means a stronger effect | actives 0.11% (n = 96,000) | displacement, % at 20 µM, or IC50 in µM where a hit was titrated | AID 748;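 active means displacement above 50% at 20 µM plus a fluorescence interference ratio under 1.5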;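 further: plate controls were wells without compound for no effect and wells lacking Bcl-B protein for full effect; a part of the inactive calls stands beside numbers as strong as those of hits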
PLAP inhibitors HTS: PLAP enzyme inhibitors, biochemical, luminescence, HTS (AID 690). purified PLAP, luminescent substrate; higher % means a stronger effect. inhibition, % at 20 µM, or IC50 in µM where a hit was titrated. actives 0.08% (n = 96,000); in the data active means a potency from the dose series; inactive means the rest, 99 in 100 with inhibition below about 30%; further: strong numbers were not always called active
MRP resist rev cytotoxicity: second read-out of MRP resist rev, no call of its own (marks repeat the call); viability, %; H69AR cells, CellTiter-Glo, 72 h; measured here: cytotoxicity without doxorubicin
MRP resist rev with doxorubicin: further read-out of MRP resist rev, marked with its call; viability, %; measured here: viability with 2 uM doxorubicin; stronger effect = lower value
IL1B NFkB inh cell count 2 µM: recorded beside IL1B NFkB inh, whose call it bears; cell count; measured here: cells passing quality filter;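 raw number of nuclei counted in each imaged well without normalization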
IL1B NFkB pot cell count 2 µM: also measured in IL1B NFkB pot; calls as there; cell count; measured here: cells passing quality filter
* hit, by the source's call; . = not tested or not shown. A portion of the library; rates above refer to the full screens.

Below each SMILES – MRP resist rev | MRP resist rev cytotoxicity | MRP resist rev with doxorubicin | IL1B NFkB pot | IL1B NFkB pot cell count 2 µM | IL1B NFkB inh | IL1B NFkB inh cell count 2 µM | Bcl-B displacement | PLAP inhibitors HTS
> COc1ccc(S(=O)(=O)NCCSCc2ccco2)cc1C
  7 | 82 | 75 | 1 | 103 | -1 | 103 | . | .
> CC(C)(C)NC(=O)C(c1ccc(F)cc1)N(Cc1ccco1)C(=O)Cn1nnc(-c2cccs2)n1 (stereo not drawn)
  -1 | 91 | 91 | -21 | 90 | 21 | 90 | . | .
> C=CCn1c(SCC(=O)N2CCCC2)nc2scc(-c3cccs3)c2c1=O
  . | . | . | 0 | 129 | 0 | 129 | 7% | -22%
> Cc1nc(=O)c(-c2ccccc2)c(C)n1Cc1ccccc1
  8 | 100 | 91 | . | . | . | . | -4% | 14%
> C=CCNc1nc(Nc2ccc(OC)cc2OC)nc(OCC)n1
  7 | 72 | 64 | 27 | 138 | -27 | 138 | 0% | -4%
> O=C(c1cc(S(=O)(=O)N2CCOCC2)ccc1F)N1CCN(Cc2ccccc2)CC1
  3 | 88 | 85 | . | . | . | . | -3% | -55%
> Cc1ccc(NC(=O)c2ccc(OC(=O)c3ccco3)cc2)cc1
  8 | 91 | 83 | 2 | 168 | -2 | 168 | -11% | 20%
> CC(=O)c1ccc(NC(=O)N[C@@H](Cc2ccccc2)C(=O)O)cc1
  -10 | 83 | 94 | -5 | 99 | 5 | 99 | -1% | -3%
> CNCc1ccccc1Sc1ccc(OC)cc1
  . | . | . | -12 | 120 | 12 | 120 | 5% | 10%
> O=C1Nc2cc(C(=O)N3CCN(Cc4ccccc4)CC3)ccc2SC1N1CCOCC1 (stereo not drawn)
  52 | 95 | 43 | 14 | 110 | -14 | 110 | -20% | -44%
> COc1ccc(N2C(=O)CSC23CCC(C(C)(C)C)CC3)cc1 (stereo not drawn)
  6 | 104 | 98 | 0 | 145 | 0 | 145 | -3% | -8%
> O=C(CSc1nn(-c2ccccc2)c(=S)s1)Nn1cnnc1
  -10 | 96 | 106 | . | . | . | . | -3% | -6%
> NC(=O)C[C@@H]1N[C@]2(C(=O)Nc3ccccc32)[C@@H]2C(=O)N(C3CCCCC3)C(=O)[C@H]12
  1 | 93 | 92 | 1 | 124 | -1 | 124 | -1% | -22%
> O=C1CSCC(=O)N1c1ccccc1
  19 | 103 | 84 | 15 | 73 | -15 | 73 | -4% | -24%
> CCCC(=O)Nc1ccc(N2CCN(C(=O)c3ccccc3C)CC2)cc1
  5 | 86 | 81 | -3 | 92 | 3 | 92 | -3% | -25%
> COc1ccc(S(=O)(=O)N2CCC(C(=O)Nc3ccc(OC)c(OC)c3)CC2)cc1C
  5 | 89 | 84 | 0 | 143 | 0 | 143 | . | .
> Cc1nnc(SCc2ccccc2)n1N
  -7 | 101 | 107 | . | . | . | . | -5% | -22%
> COc1ccc(CN(C(=O)c2ccco2)c2ccccc2)cc1
  22 | 96 | 75 | -12 | 95 | 12 | 95 | . | .
> O=C1[C@@H]2C(Cc3ccc(O)cc3)NC3(C(=O)Nc4ccc(F)cc43)[C@@H]2C(=O)N1c1ccccc1 (stereo partly drawn)
  11 | 114 | 103 | -6 | 92 | 6 | 92 | -9% | -12%
> COc1ccc(NC(=O)c2ccc3c(c2)OCO3)cc1Cl
  0 | 85 | 85 | 10 | 97 | -10 | 97 | 12% | -2%
> O=C(NCc1cccc(C(F)(F)F)c1)C1CCCN(c2ncccn2)C1 (stereo not drawn)
  27 | 103 | 76 | -6 | 219 | 6 | 219 | 22% | 4%
> CCOc1ccc2[nH]c(=O)c(CN(CCO)C(=O)CC)cc2c1
  -9 | 92 | 101 | 19 | 191 | -18 | 191 | -6% | -24%
> O=C(c1ccccc1)C(Cn1cncn1)C(Sc1ccccc1)c1ccccc1 (stereo not drawn)
  . | . | . | -4 | 186 | 4 | 186 | -4% | 20%
> COc1ccc(NC(=S)NC(NC(=O)c2cccc(Cl)c2)C(Cl)(Cl)Cl)c([N+](=O)[O-])c1 (stereo not drawn)
  0 | 3 | 3 | 6 | 112 | -6 | 112 | . | .
> Cc1oc(-c2cccs2)nc1CS(=O)CC(=O)NCCCOC(C)C (stereo not drawn)
  -9 | 82 | 90 | -12 | 108 | 12 | 108 | -42% | -18%
> COc1ccc(Cc2nnc(SCC(=O)NCC3CCCO3)o2)cc1 (stereo not drawn)
  1 | 85 | 84 | -6 | 146 | 6 | 146 | 10% | 3%
> Cc1ccc(CCN2CC(C(=O)NCc3ccco3)CC2=O)cc1 (stereo not drawn)
  -3 | 94 | 97 | -4 | 119 | 4 | 119 | -5% | -21%
> COc1ccc(-c2cc(O)cc(O)c2)cc1
  20 | 94 | 73 | -11 | 110 | 11 | 110 | -7% | 4%
> CC1(C)SC(=S)N(Cc2ccc3c(c2)OCO3)C1N(O)C(=O)NC1CCCCC1 (stereo not drawn)
  22 | 90 | 68 | 6 | 139 | -6 | 139 | -2% | 10%
> COc1ccc(OCCCn2c(=O)oc3ccccc32)cc1
  -25 | 67 | 91 | 20 | 101 | -20 | 101 | . | .
> CC1(C)COC(c2cc([N+](=O)[O-])ccc2Cl)=N1
  . | . | . | -9 | 166 | 9 | 166 | -5% | 17%
> C=CCc1cccc2cc(C(=O)N3CCN(C(=O)c4ccco4)CC3)c(=O)oc12
  1 | 96 | 95 | 7 | 136 | -7 | 136 | 2% | -27%
> Cc1ccc(S(=O)(=O)CC2CSc3nc4ccccc4n32)cc1 (stereo not drawn)
  . | . | . | . | . | . | . | 4% | -8%
> Cc1ccc(C)c(NC(=O)CCN2CCOCC2)c1
  -9 | 103 | 112 | . | . | . | . | -1% | -1%
> CCOc1cc(S(=O)(=O)NCCc2cccc(C)c2)c(OCC)cc1-n1cnnn1
  0 | 45 | 45 | -35 | 46 | 35* | 46* | 0% | -39%
> O=C(COC(=O)c1cnccn1)c1ccc(OC(=O)c2ccccc2)cc1
  -7 | 89 | 96 | 14 | 103 | -14 | 103 | 4% | -18%
> COc1ccc2cc(C(c3nnnn3CC3CCCO3)N3CCOCC3)c(=O)[nH]c2c1 (stereo not drawn)
  12 | 97 | 85 | . | . | . | . | -8% | -44%
> COc1cccc(-n2c(Cc3cc(=O)[nH]c(=O)[nH]3)nnc2SCC(=O)Nc2ccccc2)c1
  -9 | 103 | 112 | -11 | 159 | 11 | 159 | 10% | -47%
> CCOc1ccc(Nc2oc(-c3cccs3)nc2C#N)cc1
  13 | 84 | 71 | 23 | 115 | -23 | 115 | -1% | -2%
> O=C(NC1CCCCC1)C(c1ccco1)N(C(=O)C(F)(F)F)C1CC1 (stereo not drawn)
  16 | 99 | 83 | 23 | 124 | -23 | 124 | . | .
> Cc1ccc(CNC(=O)C(Cc2ccccc2)NS(=O)(=O)c2cccs2)cc1 (stereo not drawn)
  -7 | 80 | 87 | -33 | 49 | 33* | 49* | -36% | 5%
> CCc1cc2c(N[C@@H](C)C(=O)O)ncnc2s1
  -2 | 88 | 90 | 0 | 165 | 0 | 165 | 4% | 1%
> O=C(CN1C(=O)c2ccccc2C1=O)NCC(=O)OCC(=O)c1ccc(Br)cc1
  . | . | . | -4 | 164 | 4 | 164 | 1% | 4%
> CCCCOc1ccc2ccccc2c1C=O
  . | . | . | -6 | 131 | 6 | 131 | -1% | -18%
> CCCn1nc2cc(C(=O)NCc3ccc(C)cc3)ccc2c1OC
  . | . | . | -1 | 118 | 1 | 118 | -3% | 14%
> Cc1csc(NC(=O)c2cccs2)n1
  7 | 87 | 80 | -12 | 54 | 12 | 54 | -5% | -10%
> O=C(Nc1nc2nc(-c3ccccc3)cc(=O)n2[nH]1)c1ccccc1
  3 | 86 | 83 | 12 | 172 | -12 | 172 | 3% | -59%
> COCCCNC(=O)Cn1ncc2ccsc2c1=O
  -3 | 88 | 91 | 0 | 145 | 0 | 145 | -13% | 10%
> CC(=O)Nc1ccc(C(=O)NC(CC(=O)O)c2ccc(Cl)cc2)cc1 (stereo not drawn)
  15 | 103 | 88 | 0 | 176 | 0 | 176 | 9% | -38%
> [2H]c1c([2H])c([2H])c(-c2nc(N3CCCCCC3)sc2C(=O)c2ccccc2)c([2H])c1[2H]
  . | . | . | 0 | 165 | 0 | 165 | 1% | 10%

(cont.)
Below each SMILES – MRP resist rev | MRP resist rev cytotoxicity | MRP resist rev with doxorubicin | IL1B NFkB pot | IL1B NFkB pot cell count 2 µM | IL1B NFkB inh | IL1B NFkB inh cell count 2 µM | Bcl-B displacement | PLAP inhibitors HTS
> Cc1ccc2c(c1)nnn2C1CCN(S(=O)(=O)c2ccc(C(=O)NC3CCCC3)cc2)CC1
  -7 | 83 | 90 | . | . | . | . | -1% | 3%
> COc1ccccc1CN(Cc1cc2cc3c(cc2[nH]c1=O)OCCO3)Cc1nnnn1Cc1ccco1
  -24 | 44 | 68 | 1 | 181 | -1 | 181 | -2% | -3%
> Cc1ccc(NC(=O)CCn2nc(C)cc2C)c(C)c1
  -6 | 91 | 97 | . | . | . | . | -5% | 10%
> CSc1nc(N)nc(SCC(=O)c2ccccc2)c1C#N
  1 | 56 | 55 | 16 | 157 | -16 | 157 | 10% | -4%
> COCCn1nnnc1CN1CCN2CCCC2C1 (stereo not drawn)
  -4 | 95 | 99 | . | . | . | . | -11% | 10%
> CNC(=O)COc1ccccc1C(=O)Nc1ccc2c(c1)oc1ccccc12
  -19 | 55 | 73 | 6 | 158 | -6 | 158 | 1% | 1%
> COc1cc(C2CC(=O)C=C(O)C2)cc(OC)c1OC (stereo not drawn)
  15 | 91 | 76 | 7 | 191 | -7 | 191 | -4% | -41%
> COC(=O)c1c(C(=O)OC)c2n(c1C)CCC2
  12 | 103 | 91 | 8 | 61 | -8 | 61 | -10% | 21%
> Cc1ccc(Cl)cc1N1CCN(C(=O)C2CCCN(S(=O)(=O)c3cnc[nH]3)C2)CC1 (stereo not drawn)
  -13 | 80 | 93 | . | . | . | . | 2% | -58%
> O=C(Nc1ccc(Cl)cc1)N1CCC(c2nc(-c3ccccc3Cl)no2)CC1
  -18 | 63 | 81 | -8 | 168 | 8 | 168 | 0% | -22%
> Cc1ccc2nc(C)cc(NCCO)c2c1
  . | . | . | -5 | 106 | 5 | 106 | -2% | -6%
> CCC(C)[C@H](NC(=O)OC(C)(C)C)C(=O)N/N=C/c1ccc2nccnc2c1 (stereo partly drawn)
  4 | 80 | 77 | 3 | 118 | -3 | 118 | 2% | -9%
> Cc1cc(Cl)ccc1Oc1nc(-c2ccc(F)cc2)ccc1C#N
  . | . | . | 15 | 143 | -15 | 143 | -2% | -3%
> O=C(COc1ccccc1)N(Cc1cc2ccccc2[nH]c1=O)CC1CCCO1 (stereo not drawn)
  1 | 91 | 90 | . | . | . | . | 3% | -15%
> CCN(CC)S(=O)(=O)c1ccc(Cl)c(C(=O)N2CCc3ccccc32)c1
  13 | 80 | 67 | 2 | 158 | -2 | 158 | -15% | -4%
> Cc1cc(C=O)c(C)n1-c1ccc(N2CCOCC2)cc1
  13 | 92 | 78 | -6 | 89 | 6 | 89 | . | .
> CCN(CC)C(=O)CSc1nc2ccc(NC(=O)CSc3nnc(COc4ccccc4C)n3C)cc2s1
  . | . | . | -5 | 149 | 5 | 149 | -7% | -25%

Nothing new here: three of the compounds above.
Below each SMILES – MRP resist rev | MRP resist rev cytotoxicity | MRP resist rev with doxorubicin | IL1B NFkB pot | IL1B NFkB pot cell count 2 µM | IL1B NFkB inh | IL1B NFkB inh cell count 2 µM | Bcl-B displacement | PLAP inhibitors HTS
> Cc1cc(Cl)ccc1Oc1nc(-c2ccc(F)cc2)ccc1C#N
  . | . | . | 15 | 143 | -15 | 143 | -2% | -3%
> O=C(COc1ccccc1)N(Cc1cc2ccccc2[nH]c1=O)CC1CCCO1 (stereo not drawn)
  1 | 91 | 90 | . | . | . | . | 3% | -15%
> CCN(CC)S(=O)(=O)c1ccc(Cl)c(C(=O)N2CCc3ccccc32)c1
  13 | 80 | 67 | 2 | 158 | -2 | 158 | -15% | -4%
